High-throughput results deposited in PubChem BioAssay by several laboratories.
SMARCA2 activ – SMARCA2 (BRM) function activators, primary screen, cell-based, luminescence, high throughput. MG213 cells, MMTV-luciferase reporter, dexamethasone, overnight. activation, % at 9.1 µM. actives 1% (n = 370,000). AID 652017, 2013; in the data active = activation above about 7.8%;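 note: 0% = vehicle wells and 100% = reference activator wells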
FXN GAA850 act – FXN promoter activators, primary screen, cell-based, luciferase luminescence, HEK293 lucGAA850. HEK293 lucGAA850 FXN promoter luciferase reporter, 24 h; percent of 10 µM SAHA response. activation, % at 6 µM. actives 0.56% (n = 360,000). AID 540364, 2011;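 active = activation above the average of all compounds screened plus 3 SD, cutoff fixed separately per campaign, cut at about 7.5% in these data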;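 note: 0% = DMSO wells and 100% = 10 µM SAHA wells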
DAX1 inh-1 – DAX1 (NR0B1) inhibitors on StAR promoter, primary screen, cell-based, luminescence, SF-1 (NR5A1), full-length DAX-1 | HEK293T StAR-luciferase reporter, SF-1/DAX-1 repression relief | inhibition, % at 6.8 µM | actives 1.1% (n = 370,000) | AID 652010, 2013;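 active = inhibition above the mean over all tested compounds plus 3 SD, cut at about 3.6% in these data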;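 note: 0% = DAX-1 cells with DMSO and 100% = cells lacking DAX-1 with DMSO; higher inhibition means more luminescence from relief of DAX-1 repression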
hcDAF-12 act – H. contortus DAF-12 nuclear receptor activators, primary screen, cell-based, luminescence, HEK293, lit1-tk-luc reporter. actives 1.4% (n = 370,000). activation, % at 6.8 µM. HEK293 hcDAF-12 lit1-tk-luc reporter; 0% DMSO, 100% Δ7-dafachronic acid;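 active = activation above the mean of all tested compounds plus 3 SD, cut at about 5.5% in these data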;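 note: 100% = response to 3 µM Δ7-dafachronic acid high control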
hgDAF12 agonist – H. glycines DAF-12 receptor agonists, primary screen, cell-based, luminescence, HEK293, GAL4 fusion, UAS-luciferase | Nuclear hormone receptor DAF-12 (Heterodera glycines), GAL4 fusion | HEK293 GAL4-hgDAF12 UAS-luciferase reporter, agonist luminescence; normalized to butyrate control | activation, % at 6.8 µM | actives 1.8% (n = 370,000);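 active = activation above a cutoff set at the mean of all screened compounds plus 3 SD, cut at about 10% in these data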;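 note: 0% = DMSO wells and 100% = sodium butyrate wells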
NPR2 activator – human GC-B receptor activators, primary screen, HEK293 GC-B cells, cGMP TR-FRET, EC30 CNP. 0% at EC30 CNP, 100% saturating CNP. activation, % at 10 µM. actives 0.11% (n = 370,000). AID 1920062, 2024. Atrial natriuretic peptide receptor 2 (Homo sapiens), P20594;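 active = activation at 10 µM reaching about 35% in either raw or pattern-adjusted values, limit read from the data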
sPLA2-III inh – human group III sPLA2 inhibitors, primary screen, biochemical, QFRET, BODIPY PC-A2 liposome substrate; Group 3 secretory phospholipase A2 (Homo sapiens), Q9NZ20; QFRET BODIPY PC-A2 liposome hydrolysis, fluorescence; inhibition, % at 12.2 µM; actives 0.56% (n = 370,000);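 active = inhibition above mean plus 3 SD of compounds lying within the high and low control bounds, cut at about 19% in these data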;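 note: 0% = median of test compound wells and 100% = no enzyme DMSO wells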
Target sequence (Q9NZ20 whole entry, looked up): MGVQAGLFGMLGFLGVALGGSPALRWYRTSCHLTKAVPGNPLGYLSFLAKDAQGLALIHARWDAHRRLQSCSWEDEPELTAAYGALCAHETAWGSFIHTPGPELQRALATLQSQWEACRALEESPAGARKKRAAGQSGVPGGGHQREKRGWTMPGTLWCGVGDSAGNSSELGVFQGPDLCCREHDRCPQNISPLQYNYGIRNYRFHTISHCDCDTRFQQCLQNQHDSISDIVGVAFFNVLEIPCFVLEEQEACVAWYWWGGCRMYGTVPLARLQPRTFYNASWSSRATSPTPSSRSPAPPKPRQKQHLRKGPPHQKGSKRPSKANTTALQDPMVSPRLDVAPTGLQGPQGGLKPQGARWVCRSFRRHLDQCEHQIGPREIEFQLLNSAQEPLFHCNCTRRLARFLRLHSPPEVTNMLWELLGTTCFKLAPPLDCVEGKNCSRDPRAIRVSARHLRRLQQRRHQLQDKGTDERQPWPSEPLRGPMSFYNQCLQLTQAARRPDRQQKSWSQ
ssDAF-12 act – S. stercoralis DAF-12 nuclear receptor activators, primary screen, cell-based, luminescence, HEK293, GRIP1 co-expression, lit1-tk-luc; Nuclear hormone receptor DAF-12 (Strongyloides stercoralis); HEK293 ssDAF-12/GRIP1 lit1-tk-luc reporter; % of 3 µM dafachronic acid response; activation, % at 6.8 µM; actives 1% (n = 370,000);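 active = activation above the mean over all tested compounds plus 3 SD, cut at about 0.9% in these data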;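 note: 0% = DMSO-only wells and 100% = 3 µM delta7-dafachronic acid wells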
KLK7 zymogen act – proKLK7 zymogen activators, primary screen, biochemical, fluorescence intensity; Kallikrein-7 (Homo sapiens), P49862; purified proKLK7, EDANS-DABCYL substrate fluorescence; 100% is mature enzyme control, 0% vehicle; activation, % at 7 µM; actives 0.9% (n = 370,000);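 active = activation above the mean of all tested compounds plus 3 SD, computed per campaign excluding outliers beyond control limits, cut at about 13% in these data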
Target sequence (P49862 whole entry, looked up): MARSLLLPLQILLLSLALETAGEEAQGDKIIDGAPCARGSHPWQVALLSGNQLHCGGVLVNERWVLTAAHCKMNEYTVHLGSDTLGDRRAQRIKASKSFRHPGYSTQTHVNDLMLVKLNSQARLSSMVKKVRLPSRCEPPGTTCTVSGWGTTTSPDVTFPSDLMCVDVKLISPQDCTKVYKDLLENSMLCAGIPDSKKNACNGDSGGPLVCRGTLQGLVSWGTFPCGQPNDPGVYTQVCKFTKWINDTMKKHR
GC-A act – GC-A stimulated cGMP production enhancers – HEK293 GC-A cells, cGMP TR-FRET, EC30 ANP, primary screen | actives 0.14% (n = 370,000) | 0% at EC30 ANP, 100% saturating ANP | activation, % at 10 µM | AID 1671463, 2021 | Atrial natriuretic peptide receptor 1 (Homo sapiens), P16066; in the data active = activation above about 40%
DAX1 inh-2 – DAX1 (NR0B1) inhibitors, primary screen, cell-based, HEK293, Gal4-DAX1, luciferase luminescence. Nuclear receptor subfamily 0 group B member 1 (Homo sapiens), P51843. HEK293 Gal4-DAX1 luciferase reporter. inhibition, % at 6.75 µM. actives 0.99% (n = 340,000). AID 504766, 2011;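 active = inhibition above the mean over all tested compounds plus 3 SD, cut at about 4.2% in these data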;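 note: 0% = DAX1-transfected cells with DMSO and 100% = empty-vector control cells with DMSO; inhibition shows as a rise in luminescence from relieved DAX1 repression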
Target sequence (P51843 207-470 limits assumed): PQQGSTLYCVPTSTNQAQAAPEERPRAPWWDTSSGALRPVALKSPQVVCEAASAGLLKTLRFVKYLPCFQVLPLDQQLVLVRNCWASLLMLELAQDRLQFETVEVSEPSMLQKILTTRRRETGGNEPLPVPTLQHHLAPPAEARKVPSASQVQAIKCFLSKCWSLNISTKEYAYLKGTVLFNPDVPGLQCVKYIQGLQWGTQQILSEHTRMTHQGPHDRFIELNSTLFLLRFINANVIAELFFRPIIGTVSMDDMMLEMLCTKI
* marks the source's active call; other numbers are inactive results; · = no result given.

SMILES	SMARCA2 activ	FXN GAA850 act	DAX1 inh-1	hcDAF-12 act	hgDAF12 agonist	NPR2 activator	sPLA2-III inh	ssDAF-12 act	KLK7 zymogen act	GC-A act	DAX1 inh-2
FC(F)(F)c1cc(-c2ccco2)nc(N2CCN(Cc3ccccc3)CC2)n1	0	0.9	-0.4	-1.7	2.0	3	-11	-1.4	0.0	0	1.6
Cc1nn(CC(=O)N2CCN(c3ccccc3)CC2)c(=O)c2ccccc12	4	-0.7	-0.8	-2.1	-1.8	-1	1	-0.7	-0.4	-2	0.5
O=C(CN1CCC(C(=O)c2ccc(Cl)cc2)CC1)NC1CCCC1	-2	0.9	0.1	-1.8	-0.6	1	3	-1.1	0.7	2	0.2
COc1ccc(C2CC(c3ccc(Cl)cc3)=NN2c2ccc(S(N)(=O)=O)cc2)cc1 (stereo unspecified)	-6	-2.3	-1.4	-0.2	0.9	0	-3	-0.8	-228	10	-0.4
O=c1c2ccccc2sc2ccc(C#CC3(O)CCCCC3)cc12	-8	-15	-2.9	-7.4	-16	-6	-22	-3.2	-2.4	-3	-6.2
COc1ccc(OCCN2CCN(C(=O)c3ccc(OC)c(OC)c3)CC2)cc1	-3	-1.5	-0.9	-3.9	-3.3	-1	1	-1.4	-0.8	2	-1.8
O=C(O)CCN(CC(=O)c1ccc(Cl)cc1)S(=O)(=O)c1ccc([N+](=O)[O-])cc1	-2	-1.9	1.2	-0.2	0.5	4	8	-0.9	0.0	4	1.3
CC(=O)c1ccc(C2CC(OCCF)=CC(=O)O2)cc1 (stereo unspecified)	1	·	-0.5	-1.4	2.3	-3	1	-0.7	0.5	1	·
Cc1ccc(N2CC(C(=O)OCC(=O)c3ccc[nH]3)CC2=O)cc1 (stereo unspecified)	-1	1.6	-0.9	0.8	-0.4	-6	7	-1.3	0.1	0	0.8
CCOC(=O)CSc1nc(C)cc(=O)[nH]1	-1	3.6	0.9	-1.4	0.1	8	0	-1.2	-0.2	4	-0.1
COc1ccc(N2CCN(CCNC(=O)Nc3cc(Cl)ccc3Cl)CC2)cc1	2	-1.0	-0.1	1.5	-0.9	-1	9	-0.9	0.9	-1	-0.9
COc1ccc(C(=O)CCC(C)(C)[N+](=O)[O-])cc1	-2	0.9	0.4	-0.6	3.1	1	1	-1.8	-0.1	4	0.3
COc1ccccc1NC(=O)c1sc2nc(C)cc(C)c2c1N	4	1.7	0.0	-1.0	4.0	-18	4	-0.2	-0.2	0	-0.1
CC(C)Oc1ccc(Nc2ncnc3ccccc23)cc1	7	5.4	2.7	1.6	9.8	-5	4	-0.8	-0.4	-2	1.8
O=c1c2cc(NC(=S)NCCN3CCCCCC3)ccc2nc2n1CCCCC2	3	1.7	0.3	-1.8	-4.9	1	-4	-1.8	0.7	-4	-0.5
O=C1NC2(CCOc3ccccc32)C(=O)N1CC(=O)N(Cc1ccccc1)C1CCS(=O)(=O)C1 (stereo unspecified)	-2	1.8	0.4	-2.1	-0.2	8	-3	-0.2	0.2	2	0.0
COC(=O)c1ccccc1NC(=O)CSc1nncn1-c1cccnc1	-5	-0.2	0.0	1.7	0.3	-2	13	-0.5	0.0	-4	0.6
CCN(CC)Cc1nc2nc(Cl)c(Cl)nc2[nH]1	-2	-1.3	1.0	-1.1	0.7	3	10	-0.9	-2.6	5	0.7
Cc1cc(C(=O)OCC(=O)N2CCc3ccccc32)ccc1[N+](=O)[O-]	3	0.8	1.7	2.8	-1.5	0	5	-0.3	0.4	0	0.4
CCOC(=O)CN(C(=O)CSc1nnc2c(n1)[nH]c1ccccc12)c1ccccc1	-1	-4.0	0.0	-0.9	-0.7	3	2	-0.9	-0.3	-4	0.1
Cc1cc(SCC(=O)Nc2ccccc2)n2ncc(-c3ccccc3)c2n1	-2	0.4	-0.5	-1.1	1.8	2	-11	-0.8	-1.1	0	2.8
Fc1ccc(COc2ccccc2C(=S)N2CCCC2)cc1	-1	0.1	-0.1	-0.9	2.3	2	13	-1.2	0.3	1	0.2
Cn1c(SCC(=O)NC2CCCC2)nnc1-c1ccncc1	3	2.1	0.7	1.2	-0.9	2	5	-1.1	-0.4	0	3.0
Cc1ccc(CCN2CC(C(=O)NCCc3ccccc3)CC2=O)cc1 (stereo unspecified)	-1	-0.5	-1.1	0.3	-0.7	2	-4	-1.2	-0.4	5	0.1
COC(=O)Cc1c(C)c2ccc(OCC(=O)c3ccc(OC)c(OC)c3)cc2oc1=O	-1	·	0.0	0.9	1.5	0	-2	-0.8	-0.6	4	·
CCCCNc1ccc2oc(-c3ccc(OC)cc3)c(-c3ccc(OC)c(F)c3)c2c1	1	-0.4	0.3	1.2	0.9	1	6	-1.1	-3.8	1	1.0
COC(=O)c1c(C)nc(C)c(C(=O)OC)c1-c1ccc(OC)cc1	-5	0.7	-0.2	-0.8	-2.3	3	-3	-1.4	0.0	-1	-1.2
COc1ccccc1NC(=O)c1cc2c(CO)cnc(C)c2oc1=Nc1ccccc1	-4	2.5	-0.5	-0.5	-0.7	-10	9	-1.6	0.1	-45	2.4
CC(C)OC(=O)Nc1ccc2c(c1)N(C(=O)CCN1CCOCC1)c1ccccc1CC2	-1	0.3	1.4	0.4	-1.6	2	-5	-1.0	0.9	1	0.4
COC(=O)C1=C(C)N(Cc2ccccc2C(F)(F)F)C(=NCc2ccccc2)NC1c1cccc(C(F)(F)F)c1 (stereo unspecified)	-4	·	0.0	-0.1	6.9	-4	-4	0.1	-0.2	-12	·
CCOc1ccc(-c2nnc(SCC(=O)Nc3cc(C)on3)o2)cc1	-4	-4.6	-1.7	1.0	-2.8	-6	-4	-2.3	0.1	-2	-0.5
CCOc1ccc(C(=S)N2CCOCC2)cc1OCC	-1	-0.1	0.1	0.7	1.8	2	5	-1.9	0.4	6	-1.0
Cc1ccc(-c2noc(CCCC(=O)N3CCOCC3)n2)cc1	-2	-1.9	-0.8	-0.6	-1.4	1	2	-1.6	0.0	1	0.6
Cc1ccc(N2CCN(C(=O)c3ccccc3)CC2)c(C)c1	-6	-1.5	1.1	-1.8	0.9	-4	0	-1.6	0.1	0	0.4
O=c1c2c(n3cnnc3n1-c1ccccc1)-c1ccccc1CC21CCCCC1	-1	1.5	0.7	0.8	-2.5	-3	0	-0.9	-0.8	-6	-0.4
CCCCNC(=O)C1(C)CCN1Cc1cc(C)ccc1C (stereo unspecified)	1	4.4	0.1	-0.7	1.1	2	-1	-1.4	0.4	-3	·
CC(Oc1cc(-c2ccccc2)cc2ccccc12)C(=O)N1CCOCC1 (stereo unspecified)	-3	-2.2	-0.9	-1.4	0.1	-5	-1	-1.4	0.2	-8	-0.3
CCCCN(CC)CCNC(=O)c1cc2c(-c3ccc(Cl)cc3)nn(C)c2s1	3	0.8	2.3	10*	6.1	-5	6	1.3*	-6.7	-16	1.9
Cc1noc(C)c1NC(=O)N(C)C[C@H]1Oc2ccc(NC(=O)Nc3ccc(C(F)(F)F)cc3)cc2C(=O)N([C@H](C)CO)C[C@@H]1C	0	1.5	0.1	-0.8	0.7	-1	-25	-0.9	0.1	-2	2.7
CCOC(=O)C1CCN(C(=O)COc2ccc(Br)cc2)CC1	-6	-0.5	-0.1	-0.4	1.1	1	1	-1.0	-1.2	4	-1.4
N#C/C(=C/c1ccccc1[N+](=O)[O-])c1nc(C2CC2)cs1	4	3.9	0.0	3.0	2.9	-6	1	-0.3	-1.0	1	-1.0
O=C(c1[nH]c(C(F)(F)F)nc1-c1ccccc1)N1CCN(c2ccc(C(F)(F)F)cn2)CC1	1	·	1.0	-1.8	-1.5	-2	-11	-1.0	-0.3	0	·
CCC(=O)Nc1nc2nc(C)cc(=O)n2[nH]1	1	-1.8	0.1	-1.4	-0.3	5	1	-1.5	-0.5	9	0.7
CCN(CC)C(=O)c1c(NC(=O)c2ccccc2)sc(C)c1C	-4	0.7	-0.1	-0.2	-0.2	-1	-1	-1.0	-0.7	1	-0.9
O=C(CSCc1ccccc1)N1CCN(c2cccc(C(F)(F)F)c2)CC1	0	-0.4	-0.7	-0.5	1.6	-2	-11	-1.4	0.2	11	1.3
O=C(NCc1ccco1)C1CCCN(S(=O)(=O)c2ccccc2)C1 (stereo unspecified)	-2	1.5	-0.3	-0.3	3.4	0	3	-0.1	0.3	-3	0.2
COc1cc(C(=O)N/N=C\c2ccccc2)c([N+](=O)[O-])c(OC)c1OC	-2	1.8	0.1	-0.6	2.0	2	-2	-0.6	0.0	3	0.3
COc1ccc(NC(=O)/C(C#N)=C\c2cc(C)n(-c3ccc4c(c3)OCO4)c2C)cc1	-1	-4.0	0.8	-1.5	-2.8	7	-6	0.5	-0.5	1	-1.2
COc1ccc(NC(=O)COC(=O)[C@@H]2CCCN2S(=O)(=O)c2ccccc2F)c(OC)c1	-5	-0.7	1.2	1.4	2.3	3	0	-1.5	-0.4	3	-0.6
COc1ccc(C(=O)NCc2nnc(SCC(=O)c3ccccc3)n2C)cc1	3	-0.4	0.2	-0.7	0.9	0	-19	-1.6	0.1	-1	-0.9
O=C(CSc1ccc(-c2ccco2)nn1)NCc1ccc2c(c1)OCO2	-2	1.7	-0.1	-0.3	-2.2	1	-1	-2.0	-0.1	3	1.0
O=c1c(-c2ccc3c(c2)OCCO3)coc2cc(O)cc(O)c12	4	4.9	2.8	4.0	14*	-4	-11	0.0	-0.4	-4	1.7
CC(=O)Nc1ccc(-c2ccnc3c2CC(C)(C(=O)Nc2ccccc2)O3)cc1 (stereo unspecified)	-3	-1.3	-1.3	-2.0	-1.0	-2	-2	-1.8	0.1	-1	·

Profiles, looked up by structure. Values in the order: SMARCA2 activ, FXN GAA850 act, DAX1 inh-1, hcDAF-12 act, hgDAF12 agonist, NPR2 activator, sPLA2-III inh, ssDAF-12 act, KLK7 zymogen act, GC-A act, DAX1 inh-2
Entry for O=C(CSc1ccc(-c2ccco2)nn1)NCc1ccc2c(c1)OCO2 → -2, 1.7, -0.1, -0.3, -2.2, 1, -1, -2.0, -0.1, 3, 1.0
Entry for Cc1ccc(CCN2CC(C(=O)NCCc3ccccc3)CC2=O)cc1 (stereo unspecified) → -1, -0.5, -1.1, 0.3, -0.7, 2, -4, -1.2, -0.4, 5, 0.1
Entry for FC(F)(F)c1cc(-c2ccco2)nc(N2CCN(Cc3ccccc3)CC2)n1 → 0, 0.9, -0.4, -1.7, 2.0, 3, -11, -1.4, 0.0, 0, 1.6
